procasp7 counter – activates human procaspase-7, counter-screen for procaspase-3 activators. P55210. recombinant procaspase-7, Ac-DEVD-pNA absorbance 405 nm; D23A/D198A/D206A triple mutant, cannot self-cleave; scale: DMSO 0, 5 µM enzyme 100. activation, % at 8.5 µM. 0.093% of 330,000 active. AID 463210;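 active means percent activation above the screen-wide mean plus 3 SD, cut at about 25% in these data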
Target sequence (P55210 whole entry D23A/D198A/D206A): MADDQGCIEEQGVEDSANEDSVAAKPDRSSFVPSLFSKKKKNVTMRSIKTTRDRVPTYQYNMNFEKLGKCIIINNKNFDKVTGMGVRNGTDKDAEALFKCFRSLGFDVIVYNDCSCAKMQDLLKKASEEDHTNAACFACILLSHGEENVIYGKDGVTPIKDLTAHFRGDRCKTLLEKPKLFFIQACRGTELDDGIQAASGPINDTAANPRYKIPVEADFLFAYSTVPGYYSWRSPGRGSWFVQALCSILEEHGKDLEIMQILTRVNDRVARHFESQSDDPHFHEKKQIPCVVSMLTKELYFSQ
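System: Procaspase-7 triple mutant (PC-7 D3A); measure: % activation from two-timepoint absorbance difference, scaled to controls; times: 1 h compound preincubation, 2 h substrate cleavage, 25 °C; also added: Ac-DEVD-pNA substrate, 400 µM as added; measured by: Epi-absorbance of released pNA at 405 nm, two timepoints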
CR mimetic SO – yeast age-related superoxide inhibition as caloric restriction mimetic | S. cerevisiae aged cells, superoxide DHE fluorescence; active compounds read low | AID 2690 | superoxide response (% of plate mean), % at 10 µM | 0.18% of 330,000 active;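 active means superoxide response under a set limit, about three screen SD below normal, cut at about 65% in these data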;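 further: yeast aged for seven days with compound at 30 °C before DHE staining; 100% = average MFI of all compound-treated wells on the plate with controls excluded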
JMJD2C inh – human JMJD2C demethylase inhibition; Q9H3R0; GST-JMJD2C(1-420) H3K9me3 demethylation, DELFIA europium; inhibition, % at 2.35 µM; 0.069% of 330,000 active; AID 2099;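 active means more than half of a compound's replicate wells show inhibition beyond 50%, single wells judged on their own value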;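 further: signal counts dimethyl H3K9 product captured on neutravidin plate; 0% = median of DMSO wells and 100% = 0.3 times that DMSO median; strong numbers were not always called active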
Target sequence (Q9H3R0 1-420 limits assumed): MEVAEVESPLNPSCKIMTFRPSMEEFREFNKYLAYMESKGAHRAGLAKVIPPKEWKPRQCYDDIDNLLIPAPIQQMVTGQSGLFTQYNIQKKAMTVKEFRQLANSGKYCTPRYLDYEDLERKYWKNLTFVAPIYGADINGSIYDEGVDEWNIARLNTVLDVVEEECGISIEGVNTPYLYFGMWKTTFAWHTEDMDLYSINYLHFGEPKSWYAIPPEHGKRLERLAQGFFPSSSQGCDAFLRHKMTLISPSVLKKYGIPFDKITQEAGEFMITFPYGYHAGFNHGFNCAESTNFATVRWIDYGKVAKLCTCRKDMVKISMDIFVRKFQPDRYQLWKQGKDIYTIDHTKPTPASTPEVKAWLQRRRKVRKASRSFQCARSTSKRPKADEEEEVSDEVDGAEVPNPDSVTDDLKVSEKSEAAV
LAP4-GFP MLPCN – yeast TOR pathway LAP4-GFP modulation; S. cerevisiae LAP4-GFP multiplex, flow cytometry GFP, 3 h; median GFP as percent of DMSO wells; GFP response vs DMSO, % at 10 µM; 0.34% of 320,000 active; AID 2023;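 active means GFP response vs DMSO above a set limit, about the screen mean plus 3 SD, cut at about 150% in these data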
proCasp3 act – procaspase-3 (human) activation; P42574; recombinant procaspase-3 D3A, Ac-DEVD-pNA absorbance 405 nm; activation, % at 8.5 µM; 0.11% of 330,000 active; AID 463141;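 active means activation above the mean of all tested compounds plus 3 SD, cut at about 21% in these data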;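 further: 0% = DMSO alone and 100% = DMSO wells spiked with extra 5 µM PC-3 D3A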
Target sequence (P42574 whole entry D9A/D28A/D175A): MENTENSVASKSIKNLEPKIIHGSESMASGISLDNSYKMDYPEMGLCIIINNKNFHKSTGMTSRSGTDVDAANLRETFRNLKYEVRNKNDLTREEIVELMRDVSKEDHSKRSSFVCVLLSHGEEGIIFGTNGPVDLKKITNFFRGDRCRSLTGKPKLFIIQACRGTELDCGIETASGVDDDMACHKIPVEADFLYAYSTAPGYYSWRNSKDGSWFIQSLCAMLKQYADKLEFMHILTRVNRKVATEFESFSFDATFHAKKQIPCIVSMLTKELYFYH
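Test system: Procaspase-3 D3A mutant, all three cleavage aspartates alanine | Dosing: Single dose, 8.5 µM nominal compound, 0.8% DMSO | Schedule: 1 h preincubation, 2 h reaction | Technique: 405 nm absorbance of p-nitroaniline, reads at 0 and 120 min | Repeats: One well per compound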
AHR activator – activates the human aryl hydrocarbon receptor. AID 2796. 2.5% of 320,000 active. AHR-responsive luciferase reporter cells, luminescence. P35869. activation, % at 5 µM; in the data active means activation above about 47%;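 further: 0% = vehicle wells and 100% = reference agonist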
RPL19A-GFP yeast – modulators of TOR pathway RPL19A-GFP in S. cerevisiae; S. cerevisiae RPL19A-GFP strain, flow cytometry, 3 h; active compounds read low; percent response vs DMSO, % at 10 µM; 0.3% of 330,000 active; AID 2025;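 active means percent response vs DMSO below 50%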;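 further: median channel GFP fluorescence of the barcoded RPL19A-GFP strain; ratio of sample median GFP to plate DMSO average so 100% = DMSO; lower means less RPL19A-GFP as with rapamycin TOR inhibition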
MEP2 TOR yeast – alters MEP2-GFP fluorescence in TOR pathway yeast screen. S. cerevisiae MEP2-GFP strain, flow cytometry GFP, 3 h; 100% = DMSO control level. GFP response vs DMSO, % at 10 µM. 0.51% of 330,000 active. AID 2016;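 active means GFP response versus DMSO above a set limit, roughly screen mean plus 3 SD, cut at about 180% in these data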;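 further: median GFP fluorescence of the barcode-gated MEP2-GFP cells per well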
* marks the source's active call; other numbers are inactive results; & = joins results of further samples. Outcome played no part in choosing rows; any-hit rate near 3.8%.

Screening N#Cc1ccccc1S(=O)(=O)N1CCN(C(=O)Cc2n[nH]c(=O)c3ccccc23)CC1 returned procasp7 counter -4, CR mimetic SO 99, JMJD2C inh -7, LAP4-GFP MLPCN 98, proCasp3 act 5, AHR activator -1, RPL19A-GFP yeast 93 and MEP2 TOR yeast 102.
Screening CCOC(=O)c1c(C)nc(C)c(C(=O)OCC)c1-c1ccccc1 returned procasp7 counter 8, CR mimetic SO 85, JMJD2C inh -1, LAP4-GFP MLPCN 105, proCasp3 act -10, AHR activator 3, RPL19A-GFP yeast 101 and MEP2 TOR yeast 118.
`COc1ccc(NC(=O)CSc2nnc(C3CCCCC3)o2)c(OC)c1` gave procasp7 counter 14, CR mimetic SO 94, JMJD2C inh -4, LAP4-GFP MLPCN 101, proCasp3 act 0, AHR activator -1, RPL19A-GFP yeast 100 and MEP2 TOR yeast 97.
`CC(=O)c1sc(NC(=O)c2oc3ccc(F)cc3c2C)nc1C` gave procasp7 counter 5, CR mimetic SO 91, JMJD2C inh -3, LAP4-GFP MLPCN 102, proCasp3 act 8, AHR activator 32, RPL19A-GFP yeast 95 and MEP2 TOR yeast 97.
For CCCCC(=O)Nc1ccc(C(=O)NCc2ccncc2)cc1 the results were procasp7 counter 2, CR mimetic SO 99, JMJD2C inh -16, LAP4-GFP MLPCN 104, proCasp3 act -5, AHR activator 1, RPL19A-GFP yeast 98 and MEP2 TOR yeast 101.
`CN(Cc1ccccc1)c1ncc(C=O)s1` gave procasp7 counter 0, CR mimetic SO 101, JMJD2C inh -38, LAP4-GFP MLPCN 111, proCasp3 act 0, AHR activator 0, RPL19A-GFP yeast 98 and MEP2 TOR yeast 100.
Screening O=c1c2ccccc2cnn1CCOc1cccc(Br)c1 returned procasp7 counter -3, CR mimetic SO 96, JMJD2C inh 2, LAP4-GFP MLPCN 109, proCasp3 act -2, AHR activator -1, RPL19A-GFP yeast 94 and MEP2 TOR yeast 99.
Screening Cc1ccc(S(=O)(=O)NCC(=O)N2CCN(c3ccc(F)cc3)CC2)cc1 returned procasp7 counter -6, CR mimetic SO 88, JMJD2C inh -3, LAP4-GFP MLPCN 82, proCasp3 act -4, AHR activator -2, RPL19A-GFP yeast 111 and MEP2 TOR yeast 116.
CC(C)(C)OC(=O)N[C@@H](Cc1ccccc1)c1nnc(SCC(N)=O)o1 was read as procasp7 counter 7, CR mimetic SO 99, JMJD2C inh 3, LAP4-GFP MLPCN 110, proCasp3 act 0, AHR activator 0, RPL19A-GFP yeast 101 and MEP2 TOR yeast 104.
Cc1ccc(NC(=O)C2=CCN(S(=O)(=O)c3ccc(F)cc3)CC2)cc1 was read as procasp7 counter 0, CR mimetic SO 97, JMJD2C inh 48, LAP4-GFP MLPCN 98, proCasp3 act 2, AHR activator 3, RPL19A-GFP yeast 98 and MEP2 TOR yeast 105.
Screening CC(=O)N1CCN(CC(=O)Nc2sccc2C#N)CC1 returned procasp7 counter 0, CR mimetic SO 86, JMJD2C inh 3, LAP4-GFP MLPCN 96, proCasp3 act 8, AHR activator 4, RPL19A-GFP yeast 100 and MEP2 TOR yeast 98.
CCC(=O)Nc1ccc(N2CCC(C)CC2)cc1 was read as procasp7 counter 0, CR mimetic SO 100, JMJD2C inh -9, LAP4-GFP MLPCN 116, proCasp3 act -5, AHR activator -2, RPL19A-GFP yeast 104 and MEP2 TOR yeast 99.
Screening CCc1ccccc1NS(=O)(=O)c1cccc2nsnc12 returned procasp7 counter 4, CR mimetic SO 98, JMJD2C inh -2, LAP4-GFP MLPCN 89, proCasp3 act -2, AHR activator 1, RPL19A-GFP yeast 102 and MEP2 TOR yeast 97.
For COc1cc2sc3cc(NCCCN4CCOCC4)ccc3c(=O)c2cc1OC the results were procasp7 counter -6, CR mimetic SO 95, JMJD2C inh 9, LAP4-GFP MLPCN 116, proCasp3 act 0, AHR activator 8, RPL19A-GFP yeast 100 and MEP2 TOR yeast 129.
Screening Cn1c(=O)c2c(SCc3ccccn3)nc(CC(C)(C)C)nc2n(C)c1=O returned procasp7 counter -9, CR mimetic SO 105, JMJD2C inh 0, LAP4-GFP MLPCN 93, proCasp3 act -3, AHR activator 0, RPL19A-GFP yeast 93 and MEP2 TOR yeast 94.
For O=C(c1ccccc1)N(CCO)Cc1cc2cc3c(cc2[nH]c1=O)OCCO3 the results were procasp7 counter 3, CR mimetic SO 103, JMJD2C inh 16, LAP4-GFP MLPCN 87, proCasp3 act -3, AHR activator 2, RPL19A-GFP yeast 88 and MEP2 TOR yeast 93.
For Cc1nnc(SCc2nc3ccccc3s2)n1-c1ccccc1 the results were procasp7 counter -3, CR mimetic SO 92, JMJD2C inh 17, LAP4-GFP MLPCN 97, proCasp3 act 8, AHR activator 24, RPL19A-GFP yeast 97 and MEP2 TOR yeast 98.
Cc1cccc(C(=O)OCC(=O)N2CCC(c3ccccc3)=N2)c1O was read as procasp7 counter 6, CR mimetic SO 105, JMJD2C inh 3, LAP4-GFP MLPCN 105, proCasp3 act 4, AHR activator -3, RPL19A-GFP yeast 99 and MEP2 TOR yeast 99.
Screening COC(=O)c1sc(NC(=O)/C=C/c2ccccc2Cl)nc1C returned procasp7 counter 1, CR mimetic SO 88, JMJD2C inh 7, LAP4-GFP MLPCN 93, proCasp3 act 2, AHR activator 2, RPL19A-GFP yeast 91 and MEP2 TOR yeast 103.
`Cn1nnnc1SCC(=O)c1c(N)n(C)c(=O)n(C)c1=O` gave procasp7 counter -1, CR mimetic SO 110, JMJD2C inh -2, LAP4-GFP MLPCN 108, proCasp3 act 6, AHR activator 0, RPL19A-GFP yeast 101 and MEP2 TOR yeast 110.
Screening COc1ccc(NC(=O)N[C@@H](CCSC)C(=O)O)cc1OC returned procasp7 counter 2, CR mimetic SO 101, JMJD2C inh 0, LAP4-GFP MLPCN 94, proCasp3 act 2, AHR activator 3, RPL19A-GFP yeast 96 and MEP2 TOR yeast 96.
COc1cc(CNCc2ccc3c(c2)OCO3)c([N+](=O)[O-])cc1OC was read as procasp7 counter 3, CR mimetic SO 99, JMJD2C inh 2, LAP4-GFP MLPCN 95, proCasp3 act -5, AHR activator 111*, RPL19A-GFP yeast 103 and MEP2 TOR yeast 101.
Screening CC12CCC(C(=O)Nc3cccc(NC(=O)C45CCC(C)(C(=O)O4)C5(C)C)n3)(OC1=O)C2(C)C returned procasp7 counter -3, CR mimetic SO 83, JMJD2C inh -2&22, proCasp3 act 6, AHR activator -4, RPL19A-GFP yeast 95 and MEP2 TOR yeast 109.
COCCNC(=O)CSc1ccccc1C(=O)NC1CCSc2ccccc21 (stereo unspecified) was read as procasp7 counter -7, CR mimetic SO 106, JMJD2C inh -1, LAP4-GFP MLPCN 95, proCasp3 act 5, AHR activator 7, RPL19A-GFP yeast 99 and MEP2 TOR yeast 102.

Five compounds from above, arranged by heavy-atom count, rising.
`Cn1nnnc1SCC(=O)c1c(N)n(C)c(=O)n(C)c1=O` gave procasp7 counter -1, CR mimetic SO 110, JMJD2C inh -2, LAP4-GFP MLPCN 108, proCasp3 act 6, AHR activator 0, RPL19A-GFP yeast 101 and MEP2 TOR yeast 110.
Screening COc1ccc(NC(=O)N[C@@H](CCSC)C(=O)O)cc1OC returned procasp7 counter 2, CR mimetic SO 101, JMJD2C inh 0, LAP4-GFP MLPCN 94, proCasp3 act 2, AHR activator 3, RPL19A-GFP yeast 96 and MEP2 TOR yeast 96.
COc1cc(CNCc2ccc3c(c2)OCO3)c([N+](=O)[O-])cc1OC was read as procasp7 counter 3, CR mimetic SO 99, JMJD2C inh 2, LAP4-GFP MLPCN 95, proCasp3 act -5, AHR activator 111*, RPL19A-GFP yeast 103 and MEP2 TOR yeast 101.
For O=C(c1ccccc1)N(CCO)Cc1cc2cc3c(cc2[nH]c1=O)OCCO3 the results were procasp7 counter 3, CR mimetic SO 103, JMJD2C inh 16, LAP4-GFP MLPCN 87, proCasp3 act -3, AHR activator 2, RPL19A-GFP yeast 88 and MEP2 TOR yeast 93.
For COc1cc2sc3cc(NCCCN4CCOCC4)ccc3c(=O)c2cc1OC the results were procasp7 counter -6, CR mimetic SO 95, JMJD2C inh 9, LAP4-GFP MLPCN 116, proCasp3 act 0, AHR activator 8, RPL19A-GFP yeast 100 and MEP2 TOR yeast 129.

Other entries.
Screening O=C1CN(C(=O)c2ccccc2)C(c2ccc(F)cc2)c2cc(Br)ccc2N1 (stereo unspecified) returned procasp7 counter 5, CR mimetic SO 100, JMJD2C inh -2, LAP4-GFP MLPCN 103, proCasp3 act 5, AHR activator 3, RPL19A-GFP yeast 112 and MEP2 TOR yeast 113.
`Cc1ccc(-c2cnc(N)n2C)cc1C` gave procasp7 counter -8, CR mimetic SO 98, JMJD2C inh 10, LAP4-GFP MLPCN 115, proCasp3 act 2, AHR activator 3, RPL19A-GFP yeast 99 and MEP2 TOR yeast 98.
Screening COc1ccc(CNC(=O)c2ccccc2C(=O)O)cc1 returned procasp7 counter -2, CR mimetic SO 94, JMJD2C inh -3, LAP4-GFP MLPCN 93, proCasp3 act 0, AHR activator -1, RPL19A-GFP yeast 99 and MEP2 TOR yeast 102.
CCOC(=O)C1CCN(CCCSc2ccc(Cl)cc2)CC1 was read as procasp7 counter 2, CR mimetic SO 90, JMJD2C inh 0, LAP4-GFP MLPCN 98, proCasp3 act -2, AHR activator 2, RPL19A-GFP yeast 106 and MEP2 TOR yeast 108.
For CCCCCCCCN1C(=O)C(O)=C(C(C)=O)C1c1ccccn1 (stereo unspecified) the results were procasp7 counter -10, CR mimetic SO 95, JMJD2C inh 7, LAP4-GFP MLPCN 100, proCasp3 act -7, AHR activator 2, RPL19A-GFP yeast 99 and MEP2 TOR yeast 101.
CC(=O)N1CCN(c2ccc(NC(=O)c3cc(Cl)ccc3Cl)cc2)CC1 was read as procasp7 counter 6, CR mimetic SO 95, JMJD2C inh 10, LAP4-GFP MLPCN 94, proCasp3 act -2, AHR activator -3, RPL19A-GFP yeast 105 and MEP2 TOR yeast 104.
Screening O=C(c1ccc(F)cc1Cl)N1CCN(CCc2ccccc2)CC1 returned procasp7 counter 12, CR mimetic SO 97, JMJD2C inh 5, LAP4-GFP MLPCN 93, proCasp3 act 2, AHR activator 1, RPL19A-GFP yeast 102 and MEP2 TOR yeast 99.
Screening Cc1noc(C)c1CSc1nnc(-c2ccccc2)n1N returned procasp7 counter -6, CR mimetic SO 86, JMJD2C inh -4, LAP4-GFP MLPCN 86, proCasp3 act -6, AHR activator 2, RPL19A-GFP yeast 90 and MEP2 TOR yeast 94.
`CCOC(=O)Cc1csc(SCC(=O)Nc2cc(Cl)ccc2Oc2ccccc2)n1` gave procasp7 counter 7, CR mimetic SO 94, JMJD2C inh -9, LAP4-GFP MLPCN 105, proCasp3 act -2, AHR activator 1, RPL19A-GFP yeast 105 and MEP2 TOR yeast 99.
For COc1ccc(-c2cn3cccc(C)c3n2)cc1F the results were procasp7 counter 2, CR mimetic SO 103, JMJD2C inh -10, LAP4-GFP MLPCN 101, proCasp3 act 3, AHR activator 70*, RPL19A-GFP yeast 107 and MEP2 TOR yeast 102.

High-throughput results as filed in PubChem BioAssay.
